PREPL inh – human PREPL enzyme inhibition; Q4J6C6; recombinant PREPL, fluorescence polarization activity-based probe; inhibition, % at 5.96 µM; hit rate 0.68% among 320,000; in the data active = inhibition above about 43%;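 also: 0% = enzyme with DMSO and 100% = wells lacking enzyme; many of its hits are not listed in these tables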
ZTA counter – blocks Epstein-Barr virus ZTA, an EBNA-1 counter-screen. P03206. ZTA-DNA binding, fluorescence polarization. inhibition, % at 11 µM. hit rate 0.15% among 320,000. AID 2234; in the data active = inhibition above about 33%
Target sequence (P03206 whole entry, looked up): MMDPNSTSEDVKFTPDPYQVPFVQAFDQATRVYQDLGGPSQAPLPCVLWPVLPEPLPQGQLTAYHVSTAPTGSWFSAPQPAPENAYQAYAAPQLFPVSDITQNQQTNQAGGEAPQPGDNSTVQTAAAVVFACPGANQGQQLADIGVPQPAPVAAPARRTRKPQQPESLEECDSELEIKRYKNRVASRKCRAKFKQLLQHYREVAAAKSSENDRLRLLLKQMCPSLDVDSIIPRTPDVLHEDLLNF
LYPLA2 counter – counter-screen for PME1 inhibitors: inhibitors of human LYPLA2; inhibition, % at 5.9 µM; O95372; hit rate 0.38% among 320,000; recombinant LYPLA2, FP-Rh probe fluorescence polarization;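 active = inhibition above the screen-wide mean plus 3 SD, limit set per campaign, cut at about 26% in these data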;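 also: 0% = LYPLA2 with DMSO and 100% = wells lacking LYPLA2 enzyme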
Target sequence (O95372 whole entry, looked up): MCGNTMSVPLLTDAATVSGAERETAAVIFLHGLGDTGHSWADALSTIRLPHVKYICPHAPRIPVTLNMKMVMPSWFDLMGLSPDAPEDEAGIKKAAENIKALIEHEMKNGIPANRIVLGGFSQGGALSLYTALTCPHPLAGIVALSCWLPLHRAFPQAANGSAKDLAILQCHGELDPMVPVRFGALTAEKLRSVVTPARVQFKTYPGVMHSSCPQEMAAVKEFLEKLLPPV
LYPLA1 counter – LYPLA1 (human) inhibition in PME1 counter-screen. AID 2174. inhibition, % at 5.9 µM. recombinant LYPLA1, FP-Rh probe fluorescence polarization. hit rate 0.16% among 320,000. O75608;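 active = inhibition above the mean of all tested compounds plus 3 SD, set per campaign, cut at about 14% in these data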;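 also: inhibitors block serine hydrolase probe labeling of LYPLA1 so polarization falls; 0% = enzyme with DMSO and 100% = wells lacking LYPLA1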
Target sequence (O75608 whole entry, looked up): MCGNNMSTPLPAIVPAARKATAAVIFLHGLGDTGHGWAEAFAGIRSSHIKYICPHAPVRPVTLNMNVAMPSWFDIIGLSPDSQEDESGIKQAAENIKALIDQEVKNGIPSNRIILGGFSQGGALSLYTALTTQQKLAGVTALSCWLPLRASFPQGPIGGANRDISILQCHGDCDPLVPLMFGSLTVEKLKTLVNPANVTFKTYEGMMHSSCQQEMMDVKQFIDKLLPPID
PAFAH1B3 FP inh – blocks human PAF acetylhydrolase 1B catalytic subunit 3; recombinant PAFAH1B3, FP-rhodamine probe, fluorescence polarization; inhibition, % at 3.39 µM; hit rate 0.28% among 340,000;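 active = inhibition above the screen-wide average of all tested compounds plus 3 SD, cut at about 25% in these data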;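 also: 0% = enzyme with DMSO only and 100% = wells lacking PAFAH1B3 protein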
pPAFAH inh – pPAFAH (human) enzyme inhibition; Q13093; recombinant pPAFAH, FP-rhodamine probe fluorescence polarization; inhibition, % at 3.39 µM; hit rate 1.5% among 330,000;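 active = inhibition above the mean inhibition across the screen plus 3 SD, cut at about 25% in these data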;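 also: inhibitors block binding of the rhodamine activity-based probe so polarization drops; 0% = enzyme with DMSO and 100% = wells lacking pPAFAH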
EBNA-1 inh – blocks EBNA-1 binding to DNA; AID 1950; hit rate 0.34% among 300,000; inhibition, % at 14.8 µM; EBNA-1 DNA binding, fluorescence polarization; in the data active = inhibition above about 28%
PAFAH1B2 inh – blocks human PAF acetylhydrolase 1b catalytic subunit 2; recombinant PAFAH1B2, FP-rhodamine activity probe, fluorescence polarization; inhibition, % at 3.39 µM; P68402; AID 492953; hit rate 1.2% among 340,000;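 active = inhibition above the mean of all tested compounds plus 3 SD, cut at about 24% in these data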;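 also: 0% = enzyme with DMSO and 100% = wells lacking PAFAH1B2; many of its hits are not listed in these tables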
Target sequence (P68402 whole entry, looked up): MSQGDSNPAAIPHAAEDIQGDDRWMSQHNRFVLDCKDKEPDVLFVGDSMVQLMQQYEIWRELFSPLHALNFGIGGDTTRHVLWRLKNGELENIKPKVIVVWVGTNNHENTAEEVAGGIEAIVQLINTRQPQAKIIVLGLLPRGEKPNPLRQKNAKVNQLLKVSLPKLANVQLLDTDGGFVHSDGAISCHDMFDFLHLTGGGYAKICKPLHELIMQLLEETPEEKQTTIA
PAFAH2 inh – PAFAH2 (human) inhibition | recombinant PAFAH2, FP-rhodamine activity probe, fluorescence polarization | inhibition, % at 3.39 µM | hit rate 0.99% among 340,000 | AID 492956;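 active = inhibition above the mean over all tested compounds plus 3 SD, cut at about 30% in these data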;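 also: inhibitors block probe labeling of enzyme so polarization drops; 0% = enzyme with DMSO and 100% = wells lacking PAFAH2 protein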
Numbers without * were called inactive; nt = not tested or not shown.

Start of the data: the first 6 entries, ahead of the listing:
SMILES	PREPL inh	ZTA counter	LYPLA2 counter	LYPLA1 counter	PAFAH1B3 FP inh	pPAFAH inh	EBNA-1 inh	PAFAH1B2 inh	PAFAH2 inh
Cc1n[nH]c(=O)nc1NC(C)c1ccccc1 (stereo unspecified)	9	-6	4	3	11	6	0	-1	0
O=C(Cn1cnc2ccccc2c1=O)NC1CCS(=O)(=O)C1 (stereo unspecified)	-5	4	5	1	1	0	-2	3	-7
CCOc1ccc(CCNC(=O)CCc2nnc3ccc(N4CCOCC4)nn23)cc1OCC	7	-4	6	1	15	1	-2	2	-3
COc1ccc(CCNC(=O)C2CCN(S(=O)(=O)N3CCCCCC3)CC2)cc1OC	16	-29	-5	-1	9	7	-2	0	-7
O=C(Nc1ccccc1)C1C2CCC3C(CCC21)C3(Cl)Cl (stereo unspecified)	-9	-4	8	1	1	0	-11	12	10
CCOc1ccc(CCNC(=O)CSCC(=O)Nc2cccc(C)c2)cc1OCC	3	0	1	1	2	4	6	1	-3

The whole of this part (from the top)
SMILES	PREPL inh	ZTA counter	LYPLA2 counter	LYPLA1 counter	PAFAH1B3 FP inh	pPAFAH inh	EBNA-1 inh	PAFAH1B2 inh	PAFAH2 inh
Cc1n[nH]c(=O)nc1NC(C)c1ccccc1 (stereo unspecified)	9	-6	4	3	11	6	0	-1	0
O=C(Cn1cnc2ccccc2c1=O)NC1CCS(=O)(=O)C1 (stereo unspecified)	-5	4	5	1	1	0	-2	3	-7
CCOc1ccc(CCNC(=O)CCc2nnc3ccc(N4CCOCC4)nn23)cc1OCC	7	-4	6	1	15	1	-2	2	-3
COc1ccc(CCNC(=O)C2CCN(S(=O)(=O)N3CCCCCC3)CC2)cc1OC	16	-29	-5	-1	9	7	-2	0	-7
O=C(Nc1ccccc1)C1C2CCC3C(CCC21)C3(Cl)Cl (stereo unspecified)	-9	-4	8	1	1	0	-11	12	10
CCOc1ccc(CCNC(=O)CSCC(=O)Nc2cccc(C)c2)cc1OCC	3	0	1	1	2	4	6	1	-3
COc1cc(C(=O)N/C(=C\c2cn(C)c3ccccc23)C(=O)NCCCO)cc(OC)c1OC	1	12	1	2	1	2	2	-2	-6
CC(C)OC(=O)c1c(NC(=O)C2CC=CCC2C(=O)O)sc2c1CCCCC2 (stereo unspecified)	7	14	2	0	6	10	21	16	5
CCC(=O)NC(c1ccc(Cl)cc1Cl)c1ccc2cccnc2c1O (stereo unspecified)	-3	5	-2	-3	14	27*	12	0	6
O=C(NCC(=O)N1CCN(C(=O)c2ccco2)CC1)c1ccccc1	-7	7	1	0	-13	6	-7	5	3
COc1ccc(Oc2cccc(Cl)c2CNC(=O)CC(C)(C)CC(=O)O)cc1	2	5	-3	0	4	2	3	9	2
O=C(N/N=C/c1c[nH]c2ccccc12)c1ccccc1O	4	4	-1	-2	9	2	-3	7	0
Cc1ccc(NC(=O)[C@H](NC(=O)[C@@H]2Cc3ccccc3CN2)c2ccccc2)cc1	12	-1	2	0	2	2	-16	2	5
Cc1ccc(CNC(=O)c2ccc(CNS(=O)(=O)c3ccc4c(c3)C(C)(C)C(=O)N4C)cc2)o1	0	9	4	-1	3	0	-4	6	10
CC(C)(C)CN1CCC(Oc2cccc(C(=O)N3CCC[C@H]3CO)c2)CC1	8	-14	2	0	-1	2	-3	1	2
Cc1ccc(NC(=O)CCN2C(=O)C3CC=CCC3C2=O)cc1Cl (stereo unspecified)	8	4	-4	0	-4	0	nt	5	7
COCCNc1nc(Cl)c(C#N)s1	16	-16	1	-4	7	-4	1	5	-5
COc1ccc(C)cc1NC(=O)CCNC(=O)Cn1ccc2ccccc2c1=O	-2	3	3	1	-4	4	4	-1	-6
Cc1ccccc1NC(=O)CSc1nnc2ccc(-c3ccccn3)nn12	7	-6	-5	0	7	2	0	2	0
Cc1cccc(OCC(=O)Nc2ccc3c(C)cc(=O)oc3c2)c1	-1	-2	-1	-2	-2	-2	5	-4	-24
CC(=O)Nc1cccc(C(=O)/C=C/c2ccco2)c1	-3	6	-8	-6	5	6	-8	-2	0
Cc1c(C(=O)Nc2c(F)cccc2F)sc2ncnc(N3CCN(c4ccccc4)CC3)c12	25	-10	1	-8	-2	-1	0	0	0
Cc1cc(C)cc(NC(=O)C2CCN(S(=O)(=O)c3ccc4c(c3)NC(=O)C(C)S4)CC2)c1 (stereo unspecified)	6	2	-47	-25	9	-3	-10	2	-11
O=c1c2ccccc2[nH]c(=S)n1CCCN1CCN(C2CCCCC2)CC1	-5	12	12	3	1	-2	-4	1	5
CN(c1cccc(NC(=O)CN(c2cccc(Cl)c2)S(=O)(=O)c2ccc(Cl)cc2)c1)S(C)(=O)=O	-13	-6	-33	-21	-4	12	0	-3	8

The list goes on.
SMILES	PREPL inh	ZTA counter	LYPLA2 counter	LYPLA1 counter	PAFAH1B3 FP inh	pPAFAH inh	EBNA-1 inh	PAFAH1B2 inh	PAFAH2 inh
O=C(NCCc1cccs1)C1CC(c2ccccc2F)=NO1 (stereo unspecified)	8	-7	-3	-7	3	1	-6	5	-4
COc1ccc(O)c(/C=N/NC(=S)NCCc2ccccc2)c1	1	-4	5	-2	15	7	1	9	27
COCCN(C(=O)c1ccco1)c1nnc(-c2ccc(F)cc2)s1	16	7	-4	0	9	-1	-10	3	1
COc1ccc(OC)c(S(=O)(=O)NCCc2csc(-c3cccnc3)n2)c1	2	13	4	1	10	0	-2	9	4
CC(=O)OCC1=C(C(=O)O)N2C(=O)C(NC(=O)c3ccc(COc4ccc(Cl)cc4)o3)C2SC1 (stereo unspecified)	13	8	-2	-6	2	26*	-4	25*	7
N#Cc1ccccc1Sc1ccccc1N	0	11	0	-1	-10	6	5	2	1
Cc1ccc2nc(N3C(=O)C(O)=C(C(=O)c4ccco4)C3c3ccc(C)o3)sc2c1 (stereo unspecified)	35	22	-5	-12	7	24	9	4	14
CC(=O)c1cccc(NC(=O)Cn2cnc(S(=O)(=O)N3CCc4ccccc43)c2)c1	-5	2	0	1	5	1	0	8	2
CC(C)(C)[C@H]1C=C(C(=O)N2CCOCC2)O[C@@H](OCc2ccc(CO)cc2)C1	10	-4	-1	0	13	3	0	0	5
C=C1CCN([C@@H](CC(C)C)C(=O)NCc2ccco2)S(=O)(=O)c2ccccc21	-7	19	-1	4	-7	5	4	1	-2
C[C@@H]1CN([C@@H](C)CO)C(=O)Cc2cc(NS(=O)(=O)c3cn(C)cn3)ccc2O[C@@H]1CN(C)C(=O)Nc1ccccc1	11	nt	nt	nt	26*	6	nt	3	-4
COc1ccc(S(=O)(=O)N(C)CC(=O)Nc2ccccc2SC)cc1	-5	-10	1	2	4	-1	8	-3	3
COc1ccc(/C=N/NC(=O)c2cc(-c3ccccc3OC)nc3ccccc23)cc1COC(C)=O	9	8	-29	-12	7	-1	11	-1	-12
Cc1cc(C)cc(-n2ncc3c2CCCC3NC(=O)c2cc(C)n(C)n2)c1 (stereo unspecified)	0	-35	-2	-1	8	0	-11	4	4
CN1C(=O)C(=O)/C(=C(/O)c2ccc(Br)cc2)C1c1ccccc1F (stereo unspecified)	14	-14	4	0	-3	0	-8	-2	5
O=C(CCc1nc2ccccc2c(=O)[nH]1)NNC(=O)COc1ccccc1Cl	0	-6	1	-3	3	4	6	4	5
COc1ccc(OC)c(S(=O)(=O)N2CCN(c3c(C)cccc3C)CC2)c1	-6	1	3	-1	2	-2	0	-1	6
C[C@H](NC(=O)OC(C)(C)C)C(=O)N/N=C/c1cccc2nccnc12	1	7	3	2	1	5	1	-1	3
CCOC(=O)c1c(NC(=O)CSc2nnc(-c3c[nH]c4ccccc34)n2C)sc2c1CCCC2	3	-9	-4	-3	1	8	3	1	9
O=S(=O)(c1ccc2nnn(O)c2c1)N1CCCCC1	6	3	2	-3	5	2	-1	14	-2
COC(=O)COc1ccc(S(=O)(=O)NCCC2=CCCCC2)cc1	2	7	0	2	7	3	0	19	2
Cn1nnnc1SCC(=O)Nc1c(Cl)cccc1Cl	-9	-5	-8	-1	7	2	1	3	1
COc1cccc(NC(=O)COC(=O)c2sccc2C)c1	8	nt	nt	nt	7	12	nt	2	82*
O=[N+]([O-])c1ccc(OCCn2cncn2)cc1	-4	6	1	0	-5	4	0	7	0
N#C/C(=C\c1cccc2ccccc12)c1nn(-c2ccccc2)c(N)c1C#N	-45	-1	-45	-26	nt	-5	14	nt	nt

(next part)
SMILES	PREPL inh	ZTA counter	LYPLA2 counter	LYPLA1 counter	PAFAH1B3 FP inh	pPAFAH inh	EBNA-1 inh	PAFAH1B2 inh	PAFAH2 inh
COc1ccc(OCCNc2cc(N3CCOCC3)ccc2[N+](=O)[O-])cc1	-3	21	-1	-4	-1	7	-3	2	-2
Cc1cc(=O)[nH]c(SCC(=O)Nc2ccc(C(=O)O)cc2)n1	-12	-24	7	7	11	5	-2	2	-1
CSc1nnc(CNS(=O)(=O)c2ccc(Br)cc2)n1C	-6	12	0	-2	-2	3	8	7	-2
COCCCNC(=O)CCSc1ccc(Cl)cc1	-8	-4	0	4	2	1	3	19	11
CN(CC(=O)Nc1ccccc1C(F)(F)F)C(=O)CCc1nc2ccccc2c(=O)[nH]1	1	24	5	4	-7	3	0	-3	9
O=C(c1ccc(Br)o1)N(Cc1ccccc1)Cc1ccccc1	-2	-11	5	3	8	7	5	-1	1
O=C(Nc1ccc2ccccc2c1)c1ccc2[nH]c(=O)c(=O)[nH]c2c1	25	6	-8	-14	7	6	-9	5	3
CCOC(=O)C1CCCN(CC(=O)NC2CC2)C1 (stereo unspecified)	12	-10	0	4	4	0	5	3	4
CNc1ccc(C(=O)OCC(=O)NCc2ccc3c(c2)OCO3)cc1[N+](=O)[O-]	1	2	-5	-6	-12	0	nt	-7	3
CCOC(=O)C1C(=O)C=C(N2CCOCC2)CC1c1cccc(OC)c1 (stereo unspecified)	-3	0	-2	-1	1	6	11	2	-2
CCS(=O)(=O)NCCCCc1ccccc1	-3	16	9	4	15	5	-2	5	-5
Cc1nc(-c2ccccc2)sc1C(=O)CSc1ccc(F)cc1	-1	3	-8	-5	9	5	-6	-1	10
CCSc1ncccc1-c1nc2ccccc2[nH]1	5	1	5	6	7	6	-5	0	-5
Cc1ccc(NC(=O)COC(=O)COc2cccc3c2OC(C)(C)C3)c(C)c1	9	15	4	1	-1	12	-7	10	13
Cc1cc(NC(=O)CSc2nnnn2-c2cc(Cl)ccc2C)no1	-7	-5	-2	1	5	-2	6	3	5
Cc1cc(=O)oc2cc(NC(=O)C3COc4ccccc4O3)ccc12 (stereo unspecified)	14	-21	2	4	-10	3	2	-1	-4
CCO[C@H]1OC(C(=O)NCc2nc3ccccc3[nH]2)=C[C@@H](c2ccc(C(F)(F)F)cc2)[C@@H]1CCCO	-12	13	-3	-2	6	-5	3	0	-1
Cc1ccc(N2C(S)=C(C#N)C(=O)NC2c2ccco2)cc1 (stereo unspecified)	-13	8	-2	0	-2	-3	-3	8	-4
N#CCCN(C(=O)COc1ccc(Br)cc1F)c1ccc(F)cc1	8	2	1	1	-5	2	-5	6	0
CCOCC(=O)Nc1cc(C(=O)Nc2cc(C)cc(C)c2)ccc1Cl	5	-1	3	0	nt	-1	-1	nt	nt
Cc1cc(C)c(NC(=O)C[N+](C)(C)CC(O)COc2cccc3ccccc23)c(C)c1 (stereo unspecified)	-78	-17	-12	-1	6	-5	8	-1	-6
NS(=O)(=O)c1ccc(S(=O)(=O)N2CCCC2)cc1	5	6	1	4	3	5	11	-5	-1
CCSC1=C(C#N)C2(CCCCC2)C2=C(CC(C)(C)CC2=O)N1	5	-5	0	-5	11	6	-1	1	2
COc1ccc(NC(=O)C2=C(C)NC(=O)NC2c2ccccc2[N+](=O)[O-])cc1 (stereo unspecified)	0	0	1	-1	-2	6	3	3	8
Cc1ccc(C)c(N2CCN(C(=O)C3CCCN(S(=O)(=O)c4c(C)noc4C)C3)CC2)c1 (stereo unspecified)	28	-6	-1	0	-4	8	-1	0	2
Cc1ccc2[nH]c(=O)c3cc(C(=O)NC(C)C)sc3c2c1	7	-6	-2	-5	-6	-2	-12	4	3

Screening data as filed in PubChem BioAssay.

The list is partial, so the mix of outcomes need not match the whole.
